Bioassay records: PubChem, several laboratories
Furin inh: blocks human furin protease activity; P09958; purified furin, fluorogenic substrate cleavage; inhibition, % at 30 µM; 220,000 compounds, 0.061% hits; AID 463115; in the data active = inhibition above about 25%; note: inactives centre near -15
TbHK1 inh: blocks Trypanosoma brucei hexokinase 1 activity. inhibition, % at 10 µM. 220,000 compounds, 0.11% hits. recombinant TbHK1, G6PDH-coupled NADH A340;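 active = inhibition of 50% or more in the single-dose primary screen; inactive = inhibition below 50%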
Ba/F3 V617F tox: loss of viability in JAK2V617F-driven Ba/F3 cells; 220,000 compounds, 1.1% hits; inhibition, % at 5.6 µM; Ba/F3 EpoR-JAK2V617F viability, ATP luminescence;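 active = inhibition above the campaign mean plus 3 SD over all tested compounds, cut at about 24% in these data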;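 note: cytokine-independent growth of Ba/F3 cells driven by EpoR plus mutant JAK2; 0% = DMSO-treated cells and 100% = JAK inhibitor I control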
EP2 antag: EP2 receptor (human) inhibition | P43116 | C6 glioma cells expressing human EP2, cAMP TR-FRET; cells stimulated with saturating PGE2 | inhibition, % at 25 µM | 260,000 compounds, 0.52% hits | AID 1422;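 active = percent inhibition above 40 after rounding to a whole number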;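 note: rat C6 glioma host cells with rolipram phosphodiesterase inhibitor present; the protocol text gives 20 µM as final concentration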
p97 ATPase inh: human p97 ATPase inhibition; P55072; recombinant p97 ATPase, Kinase-Glo ATP luminescence, 3 h; inhibition, % at 8 µM; 220,000 compounds, 0.42% hits; in the data active = inhibition above about 15%;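 note: 0% = DMSO vehicle and 100% = wells lacking enzyme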
Target sequence (P55072 whole entry, looked up): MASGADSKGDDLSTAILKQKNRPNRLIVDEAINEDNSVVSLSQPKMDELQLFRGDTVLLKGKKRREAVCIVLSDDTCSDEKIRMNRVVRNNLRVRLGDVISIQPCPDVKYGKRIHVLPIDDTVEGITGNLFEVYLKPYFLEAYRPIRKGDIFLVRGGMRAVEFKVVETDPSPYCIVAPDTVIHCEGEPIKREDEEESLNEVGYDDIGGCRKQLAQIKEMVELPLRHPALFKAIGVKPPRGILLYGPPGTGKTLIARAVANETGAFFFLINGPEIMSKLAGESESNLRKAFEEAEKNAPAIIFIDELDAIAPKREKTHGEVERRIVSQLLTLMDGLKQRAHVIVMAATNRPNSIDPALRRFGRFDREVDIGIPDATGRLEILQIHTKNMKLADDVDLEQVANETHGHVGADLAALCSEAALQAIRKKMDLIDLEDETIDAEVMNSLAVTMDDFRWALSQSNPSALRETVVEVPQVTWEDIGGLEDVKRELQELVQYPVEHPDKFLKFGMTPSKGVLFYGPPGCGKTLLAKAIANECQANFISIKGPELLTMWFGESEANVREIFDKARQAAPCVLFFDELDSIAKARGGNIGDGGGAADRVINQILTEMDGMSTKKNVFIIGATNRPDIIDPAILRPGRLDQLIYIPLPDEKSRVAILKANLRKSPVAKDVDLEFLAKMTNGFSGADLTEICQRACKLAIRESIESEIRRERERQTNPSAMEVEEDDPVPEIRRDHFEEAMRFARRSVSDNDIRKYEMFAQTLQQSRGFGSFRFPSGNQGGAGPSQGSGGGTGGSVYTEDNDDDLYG
p47phox inh: p47phox (human) inhibition. p47phox/p22phox peptide binding, fluorescence polarization, 2 h. inhibition, % at 24.7 µM. 220,000 compounds, 0.53% hits;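 active = inhibition above about 30%, limit read from the data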;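 note: 0% = p47phox with labelled peptide and 100% = labelled peptide alone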
PPC-1+TRAIL kill: PPC-1 cancer cell killing with TRAIL present. PPC-1 cells + TRAIL, ATPLite viability luminescence. 220,000 compounds, 0.41% hits. cell killing (% activity), % at 4 µM. AID 1443;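 active = cell killing above 50% in the first pass at 4 µM, then a duplicate retest at 5 µM averaging 50% or more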;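 note: plate controls were cells with TRAIL plus DMSO for no effect and medium-only wells lacking cells for full effect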
BaF3 tox: counter-screen for JAK2V617F inhibitors: parental Ba/F3 viability inhibitors. CellTiter-Glo ATP luminescence. inhibition, % at 5.6 µM. 220,000 compounds, 1.1% hits. AID 1486;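 active = inhibition above a per-campaign cutoff, the mean inhibition of all tested compounds plus 3 SD, cut at about 27% in these data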;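 note: 0% = DMSO wells and 100% = JAK Inhibitor I control wells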
RBBP9 inhibitor: inhibitors of human serine hydrolase RBBP9; recombinant RBBP9, FP-Rh probe fluorescence polarization; inhibition, % at 7.94 µM; 220,000 compounds, 0.2% hits; AID 1515;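 active = inhibition above the campaign mean of all tested compounds plus 3 SD, cut at about 14% in these data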;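 note: plate controls were DMSO wells with RBBP9 for no effect and wells lacking RBBP9 protein for full effect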
Target sequence (O75884 whole entry, looked up): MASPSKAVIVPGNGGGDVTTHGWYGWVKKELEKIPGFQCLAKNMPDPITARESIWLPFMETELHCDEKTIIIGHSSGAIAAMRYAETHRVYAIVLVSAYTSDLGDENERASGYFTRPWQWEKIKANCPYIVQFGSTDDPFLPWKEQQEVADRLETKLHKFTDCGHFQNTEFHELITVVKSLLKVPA
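Test system – recombinant human RBBP9 · Input – RBBP9 2.5 µM in dispensing solution, pre-mixing · Medium – Tris buffer pH 8.0, NaCl, Pluronic · Schedule – preincubation 30 min plus labeling 45 min at 25 °C · Measured by – fluorescence polarization · Measure – % inhibition · Controls – DMSO and no-protein wells · Replicates – one well per compound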
Active calls of the source: *; . = no result given; & = joins results of further samples; [ ] = dose if it differs, or a comment.

SMILES	Furin inh	TbHK1 inh	Ba/F3 V617F tox	EP2 antag	p97 ATPase inh	p47phox inh	PPC-1+TRAIL kill	BaF3 tox	RBBP9 inhibitor
CCn1c(SCC(=O)Nc2cccc(C)n2)nc2c1c(=O)n(C)c(=O)n2C	-21	-2	-2	17&11	5	-1	-2	-1	-4
N#Cc1ccc(NC(=O)Cn2c3[n+](c4ccc(C(F)(F)F)cc42)CCCCC3)cc1	-13	6	2	5	2	2	12	9	-8
C=CCn1c(SCC(=O)Nc2nc3ccccc3s2)nnc1-c1ccccc1O	-23[20 µM]	1	-3	10	4	-6	-2	0	1
Cc1c(C(=O)NCc2ccccc2)oc2c1C(=O)CCC2	-12[20 µM]	-4	-2	8	-1	-6	2	2	-5
Cc1n[nH]c(C)c1CS(=O)(=O)c1ccccc1	-27	4	-5	7	5	-4	14	1	-8
CCOC(=O)Cc1csc(NC(=O)c2csc(C)c2)n1	-18[20 µM]	7	-3	4	3	-7	8	3	-7
CCN1CCN(c2cc(C)c3cc(NC(=O)Cc4ccc(OC)c(OC)c4)ccc3n2)CC1	-23	-9	0	14	4	0	-4	7	0
CCNc1ccc(Br)cc(C(=O)/C=C/c2c(Cl)cccc2Cl)c1=O	-13[20 µM]	-3	-2	5	9	-5	-2	-2	2
COc1ccc(-n2c(-c3ccccc3)cc3c2CCCC3=O)cc1	-19[20 µM]	-2	0	0	3	-12	-3	2	-10
CCn1c(CNc2ccccc2Cl)nnc1SCC(=O)NCc1ccccc1	-3	-2	0	9	2	-6	2	3	-1
O=C1N(c2ccccc2)C[C@@H]2C[C@@H](c3cc4ccccc4o3)N3CCC[C@@]123	-13	1	101*	4	3	-16	25	2	2
Cc1[nH]n(-c2ccccc2)c(=O)c1N=Nc1ccccc1O	-16	6	0	10	4	-37	46	13	-9
CCN1CCN(Cc2cc(=O)oc3cc4c(cc23)CCC4)CC1	-13	-18	-3	11	-1	-3	4	7	6
CC(CCc1ccccc1)NC(=O)CN1CCc2ccccc2C1 (stereo unspecified)	-10	7	4	4	-6	13	19	-2	-2
CCCC(=O)n1nc(-c2ccccc2)nc1SC	-11[20 µM]	-3	0	.	1	-3	-7	2	-4
C#CCOCCOCCOCCNc1nc(N2CCN(C(=O)[C@H](CCCCN)n3cc(C(N)COC(=O)C(F)(F)F)nn3)CC2)nc(N2CCN(C(=O)[C@H](CCCCN)n3cc(C(N)CC(C)C)nn3)CC2)n1 (stereo partly specified)	-30	7	.	.	.	34*	14	.	.
COc1ccc(C(=O)C23CC4CC(C2)CC(C(=O)c2ccc(OC)cc2)(C4)C3)cc1	-13	11	4	5	0	-5	24	12	-6
CCc1cc2c(=O)c(-c3nc4ccccc4n3C)coc2c(CN2CCOCC2)c1O	-20	-22	-1	9	0	-7	18	6	2
O=C(Cn1ccc(C(F)(F)F)n1)Nc1ccc(S(=O)(=O)NCc2ccco2)cc1	-21	6	-2	7	7	-2	.	5	-8
CN(C)CCSc1nnc2[nH]c3ccccc3c2n1	0	-34	-4	10	3	5	-3	2	-9
O=C1S/C(=C\C=C\c2ccco2)C(=O)N1c1ccccc1	-6	-3	-2	8	7	-12	11	6	2
O=C(NCCN1CCN(c2ccccc2)CC1)c1ccc2c(c1)[nH]c(=S)n1c3ccccc3nc21	-29	1	0	4	3	6	12	5	-5
CCOc1ccc(N2C(=O)C3=C(C(c4ccc(Cl)cc4)=NCCN3)C2c2cccnc2)cc1 (stereo unspecified)	12	-9	4	7	-3	-9	8	0	-12
Cc1nc2ncnn2c(Nc2ccc3c(c2)OCCO3)c1C	-31[20 µM]	-18	-3	3	6	.	.	-4	-12
COc1ccc(-c2csc(NC(=O)Cn3nc(C)cc3C)n2)cc1	-28	-2	0	10	-4	-3	10	9	0
Cc1[nH]c(=O)[nH]c(=O)c1CSc1nnc([C@H](CC(C)C)NC(=O)OC(C)(C)C)o1	-21	6	0	8	2	-18	11	2	-10
Cc1cc(C)nc(-n2ncc3c2CC(c2ccc(C(C)C)cc2)CC3=O)n1 (stereo unspecified)	-28	-4	-3	2	-2	-15	0	6	-8
CC(C)CC(C(=O)O)N1C(=O)C2C3CC(C2C1=O)C1C(c2ccccc2)c2sc(=O)[nH]c2SC31 (stereo unspecified)	-13	-2	-1	4	-4	-4	32	2	-10
COc1cc(/C=N/NC(=O)CCn2nnc3ccccc32)ccc1O	-19	-18	-1	6	8	-24	1	3	0
O=C(COC(=O)c1n[nH]c2ccccc12)NC(=O)NC12CC3CC(CC(C3)C1)C2	-14	-7	0	7	0	-5	14	4	-7

3 entries drawn at random from the list so far, as already listed:
SMILES	Furin inh	TbHK1 inh	Ba/F3 V617F tox	EP2 antag	p97 ATPase inh	p47phox inh	PPC-1+TRAIL kill	BaF3 tox	RBBP9 inhibitor
O=C(NCCN1CCN(c2ccccc2)CC1)c1ccc2c(c1)[nH]c(=S)n1c3ccccc3nc21	-29	1	0	4	3	6	12	5	-5
CN(C)CCSc1nnc2[nH]c3ccccc3c2n1	0	-34	-4	10	3	5	-3	2	-9
O=C1S/C(=C\C=C\c2ccco2)C(=O)N1c1ccccc1	-6	-3	-2	8	7	-12	11	6	2

(cont.)
SMILES	Furin inh	TbHK1 inh	Ba/F3 V617F tox	EP2 antag	p97 ATPase inh	p47phox inh	PPC-1+TRAIL kill	BaF3 tox	RBBP9 inhibitor
O=C(NCCCCCCNC(=O)NCc1ccco1)NCc1ccco1	0[20 µM]	-1	3	.	-7	-19	-8	9	-12
CC(C)(O)c1cn(-c2nonc2N)nn1	-18	3	5	16	-1	-14	-4	4	-2
COc1ccc(Cn2c(C)c(C)c(C#N)c2NC(=O)Nc2cccc(Cl)c2)cc1	-23[20 µM]	-9	-5	20	3	-15	7	4	-5
COc1ccc(C2N(c3ccccc3)CCN2c2ccccc2)cc1O	-3	3	3	6	-4	-2	18	0	-7
CCN(CC)CC(O)COc1ccccc1C(=O)CCc1ccccc1 (stereo unspecified)	-24	6	-1	4	5	.	-10	5	-5
Cc1ccccc1NC(=O)CSCCN1C(=O)c2ccccc2C1=O	-15	-3	4	4	-4	-3	11	7	-4
O=[N+]([O-])c1nn(-c2ccc3c(c2)OCCO3)n(O)c1=Nc1ccc(Cl)cc1	-7[20 µM]	-2	-4	4	4	-2	4	3	4
COCCOCC(O)CN1CCN(c2ccc(C)cc2)CC1 (stereo unspecified)	-22	-3	1	15	-3	-5	15	1	-9
COc1cccc(OC)c1C(=O)NC(=S)Nc1ccc(S(=O)(=O)Nc2nccs2)cc1	-9	2	6	13&7	-5	-7	5	13	-3
O=C(Nc1ccccc1)c1cnc2n(c1=O)CCS2	-16	-27	-2	10	1	4	-2	3	-4
CN(/N=C/c1cc(Cl)cc(Cl)c1O)c1c(Cl)cccc1[N+](=O)[O-]	-9	-22	-4	27	8	-4	27	2	-4
Cc1cccc(Cn2c(=O)n(-c3ccc(CC(=O)NCc4ccco4)cc3)c(=O)c3sccc32)c1	-4	-5	-1	10	6	7	10	0	-4
Cc1ccc(OCC(=O)N2c3ccccc3NC(=O)C2(C)C)c([N+](=O)[O-])n1	-30	-5	-1	6	6	1	-20	3	3
Cc1ccc(CC(=O)N2CCN(c3cccc(C(F)(F)F)c3)CC2)cc1	-4[20 µM]	-1	-3	19	0	-12	24	2	-5
O=C(NCc1ccc2c(c1)OCO2)c1cnc2n(c1=O)CCS2	-11	-5	0	9	-3	-14	18	8	-10
COc1ccccc1OCC(O)Cn1c(=N)n(Cc2ccccc2)c2ccccc21 (stereo unspecified)	-22[20 µM]	13	16	3	2	-3	39	17	0
O=C(CN1C(=O)C2C3C=CC(C4CC34)C2C1=O)Oc1ccccc1 (stereo unspecified)	-17	0	0	5	1	2	23	1	-6
Cc1cccc(-n2c(CCn3nc(C)c([N+](=O)[O-])c3C)n[nH]c2=S)c1	-21[20 µM]	-6	1	11	1	-15	17	6	4
Cc1ccccc1Cn1nnc2c1C(=O)c1ccccc1C2=O	-9[20 µM]	3	0	16	1	-9	.	4	1
N/C(=N\OS(=O)(=O)c1ccc2ccccc2c1)c1cccnc1	-22	-1	1	7	5	-4	20	3	-2
COC(=O)c1ccccc1NC(=O)Cn1c(=O)n(CCC(=O)NC2CCN(Cc3ccccc3)CC2)c(=O)c2ccccc21	-25	-10	-4	10	4	-10	6	2	-1
O=C1NC(=O)C(CC(=O)N(Cc2cccs2)C2(C(=O)NC3CCCCC3)CCCCC2)N1 (stereo unspecified)	-25	-3	5	6	1	-3	18	88*	-6
Cc1ccc(-c2c(=O)n(OCc3ccccn3)c3ccccc3[n+]2[O-])cc1	-23[20 µM]	-18	2	5	-2	-11	20	6	-4
CCOc1cc(/C=N/NC(=O)CSc2cccc3cccnc23)ccc1O	-8	-17	1	4	5	-1	31	0	-1
O=C(COC(=O)c1cn(-c2ccccc2)nc1-c1cccnc1)NC1CC1	-24	-3	0	7	0	-26	6	5	-5
CCOC(=O)COc1cccc2c(=O)n(CC(=O)N3CCN(C(=O)OCC)CC3)ccc12	-25	-26	-3	12	0	-1	-5	3	-11
CCOC(=O)CSCc1c(C#N)c2ccccc2n1C	-24	-6	2	6	-5	-10	-5	1	-11
COC(=O)c1cc(NC(=O)c2cccc(F)c2)cc(C(=O)OC)c1	-18	0	0	3	1	-1	4	1	0
CC1=NN(c2ccc(Cl)c(C(=O)O)c2)C(=O)/C1=C\c1ccc(-c2ccc(C(=O)O)cc2)o1	-16	-2	1	5	6	-16	5	6	-8

A stretch taken from the entries so far:
SMILES	Furin inh	TbHK1 inh	Ba/F3 V617F tox	EP2 antag	p97 ATPase inh	p47phox inh	PPC-1+TRAIL kill	BaF3 tox	RBBP9 inhibitor
O=C(COC(=O)c1cn(-c2ccccc2)nc1-c1cccnc1)NC1CC1	-24	-3	0	7	0	-26	6	5	-5
CCOC(=O)COc1cccc2c(=O)n(CC(=O)N3CCN(C(=O)OCC)CC3)ccc12	-25	-26	-3	12	0	-1	-5	3	-11
CCOC(=O)CSCc1c(C#N)c2ccccc2n1C	-24	-6	2	6	-5	-10	-5	1	-11
COC(=O)c1cc(NC(=O)c2cccc(F)c2)cc(C(=O)OC)c1	-18	0	0	3	1	-1	4	1	0
CC1=NN(c2ccc(Cl)c(C(=O)O)c2)C(=O)/C1=C\c1ccc(-c2ccc(C(=O)O)cc2)o1	-16	-2	1	5	6	-16	5	6	-8

5 entries out of the list above, sorted by the value under TbHK1 inh, ascending:
Molecule | Furin inh | TbHK1 inh | p97 ATPase inh | p47phox inh | RBBP9 inhibitor
CCOC(=O)COc1cccc2c(=O)n(CC(=O)N3CCN(C(=O)OCC)CC3)ccc12 | -25 | -26 | 0 | -1 | -11
O=C(COC(=O)c1cn(-c2ccccc2)nc1-c1cccnc1)NC1CC1 | -24 | -3 | 0 | -26 | -5
O=C(CN1C(=O)C2C3C=CC(C4CC34)C2C1=O)Oc1ccccc1 (stereo unspecified) | -17 | 0 | 1 | 2 | -6
Cc1ccccc1Cn1nnc2c1C(=O)c1ccccc1C2=O | -9[20 µM] | 3 | 1 | -9 | 1
COc1ccccc1OCC(O)Cn1c(=N)n(Cc2ccccc2)c2ccccc21 (stereo unspecified) | -22[20 µM] | 13 | 2 | -3 | 0

This is a subset. The share of hits here may be higher or lower than overall.
